Screening data deposited in PubChem BioAssay by National Center for Advancing Translational Sciences (NCATS).
GLS inhibitor – blocks human kidney-isoform glutaminase activity. GLS enzymatic activity, qHTS titration. Potency, µM (titrated, usually from 45.5 µM), inactives show at the highest dose activity change, negative = inhibition, most hits filed as inhibitors. 410,000 compounds, 0.21% hits. AID 624170; note: % is set by controls: 0 for no effect and ±100 for the full control effect
Target sequence (O94925 whole entry, looked up, canonical isoform): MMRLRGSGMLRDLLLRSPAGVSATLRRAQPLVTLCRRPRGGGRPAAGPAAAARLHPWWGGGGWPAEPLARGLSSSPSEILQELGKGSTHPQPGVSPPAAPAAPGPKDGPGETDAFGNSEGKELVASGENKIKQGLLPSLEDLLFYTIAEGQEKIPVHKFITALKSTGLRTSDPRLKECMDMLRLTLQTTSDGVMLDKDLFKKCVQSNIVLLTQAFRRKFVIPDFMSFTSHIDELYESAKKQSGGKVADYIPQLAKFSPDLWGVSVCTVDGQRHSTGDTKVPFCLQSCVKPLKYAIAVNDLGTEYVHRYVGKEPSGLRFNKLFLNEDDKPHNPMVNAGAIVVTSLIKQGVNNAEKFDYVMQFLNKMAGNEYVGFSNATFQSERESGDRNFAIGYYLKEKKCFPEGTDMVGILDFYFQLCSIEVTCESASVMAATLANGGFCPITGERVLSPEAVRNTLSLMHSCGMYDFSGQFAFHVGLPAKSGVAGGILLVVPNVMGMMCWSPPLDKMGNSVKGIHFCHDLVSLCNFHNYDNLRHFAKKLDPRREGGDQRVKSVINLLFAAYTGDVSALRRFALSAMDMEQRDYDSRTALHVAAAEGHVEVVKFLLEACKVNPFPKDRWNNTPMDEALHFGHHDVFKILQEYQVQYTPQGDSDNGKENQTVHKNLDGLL
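hKGA in 45 mM KH2PO4 pH 8.2, 0.02% Tween-20 with pin-transferred compounds; 1 mM L-glutamine (stock) plus glutamate oxidase/HRP/Amplex Red coupling added. Fluorescence read initially and after 30 min at RT.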
JMJD2A Tudor inh – JMJD2A Tudor domain (human) inhibition | 390,000 compounds, 4.4% hits | O75164 | AID 504339 | Potency, µM (highest dose often 114 µM), inactives show top-dose activity change, negative = inhibition, most hits filed as inhibitors | AlphaScreen JMJD2A-Tudor / H3K4me3 peptide binding; note: % is set by controls: 0 for no effect and ±100 for the full control effect; nearly all actives have a fitted effect of over 50% in size
ERG-DNA inh – blocks human ERG Ets domain binding to DNA; fluorescence polarization, His-ERG Ets domain / labelled DNA; AID 624246; P11308; Potency, µM (series often up to 76.9 µM), inactives show at the highest dose FP activity, negative = inhibition, usual class: inhibitors; 370,000 compounds, 0.028% hits; active = well fitted inhibition curve with a large enough effect in the polarisation, with a control signal flat; inconclusive = small, poorly fitted or top-dose-only effect, or effect the other way, or a change in a side signal; inactive = no such curve, though single readings can be large or run the other way; the % refers to the polarisation;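 note: polarization taken with two DNA probes labelled with fluorescein and Texas red; % of control where 0% means no effect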
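His-tagged ERG Ets domain (1 uM in the protein solution; 300mM KCl, 50mM Tris-HCl, 1mM EDTA, 1mM DTT, pH 7.5) received compound, then a probe mix of 5 nM fluorescein-DNA and 100nM Texas-615-DNA. Fluorescence polarization was read for both dyes.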
RGS4 inhibitor – inhibitors of human regulator of G protein signaling 4 | Transcreener GDP fluorescence polarization, RGS4-accelerated GTP hydrolysis | AID 504845 | Potency, µM (doses to about 114 µM), inactives show at the highest dose activity change, negative = inhibition, hits mostly inhibitors | 390,000 compounds, 0.039% hits | P49798; note: % is set by controls: 0 for no effect and ±100 for the full control effect; nearly all actives have a fitted effect of over 75% in size; some results filed as inactive show a strong effect at the top dose
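MLSMR compounds (23 nl, pin-transferred) preincubated 10 min at room temperature with a 500nM (2x) first reagent, then RGS4 at 900nM (2x) plus Transcreener GDP mix added; fluorescence polarization (620/688 nm) read before and after 90 min at 30 °C.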
12-LOX inh – blocks human arachidonate 12S-lipoxygenase. P18054. purified 12hLO, xylenol orange hydroperoxide absorbance. 580,000 compounds, 1.1% hits. Potency, µM (top dose mostly 108 µM), inactives show at the highest dose activity change, negative = inhibition, actives largely listed as inhibitors. AID 1671190; note: % is set by controls: 0 for no effect and ±100 for the full control effect
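Hydroperoxide product was detected by ferrous iron/xylenol orange as the 573 to 405 nm absorbance ratio. Arachidonic acid at 40 uM (final) was turned over for 30 min at room temperature by 150 nM human 12hLO, pH 7.0 Hepes buffer, after 15 min compound preincubation.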
Tb PGK inh – inhibitors of T. brucei phosphoglycerate kinase; AID 602233; 380,000 compounds, 0.043% hits; Potency, µM (doses to about 57.5 µM), for inactives: at the highest dose activity change, negative = inhibition, hits mostly inhibitors; PGK/GAPDH coupled, Kinase-Glo luminescence, 60 min; note: % is set by controls: 0 for no effect and ±100 for the full control effect; nearly all actives have a fitted effect of over 60% in size
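Recombinant glycosomal PGK reaction used 1,3-bisphosphoglycerate generated in-well by GAPDH (100nM final) in 100mM TEA pH 7.6, 5mM MgCl2, 0.01% Tween-20. After 60 minutes at room temperature, ATP was read by Kinase-Glo Plus luminescence end-point.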
Pin1 inhibitor – inhibitors of human Pin1 | Q13526 | Pin1 FP peptide displacement, HiFluor488, 10 min | Potency, µM (series often up to 115 µM), for the others: top-dose activity, negative = inhibition, actives largely listed as inhibitors | 390,000 compounds, 0.009% hits | AID 504891; active = well fitted inhibition curve with a large enough effect in the polarisation, with a control signal flat, not every such curve was filed as active; inconclusive = small, poorly fitted or top-dose-only effect, or effect the other way, or a change in a side signal; inactive = no such curve, though single readings can be large or run the other way; the % refers to the polarisation; note: % is set by controls: 0 for no effect and ±100 for the full control effect
Target sequence (Q13526 whole entry, looked up): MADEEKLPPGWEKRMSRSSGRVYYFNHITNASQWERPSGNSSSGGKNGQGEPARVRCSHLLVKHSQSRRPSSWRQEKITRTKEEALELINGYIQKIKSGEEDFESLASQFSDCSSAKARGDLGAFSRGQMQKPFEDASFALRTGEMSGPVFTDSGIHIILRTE
HP1b chromo inh – inhibitors of HP1-beta chromodomain binding to methylated histone tails; 390,000 compounds, 0.56% hits; Potency, µM (doses to about 114 µM), for inactives: top-dose activity change, negative = inhibition, actives largely listed as inhibitors; AlphaScreen HP1-beta / biotin-H3K9me3 peptide binding; note: nearly all actives have a fitted effect of over 70% in size; inactives centre near 23
Target sequence (P83916 whole entry, looked up): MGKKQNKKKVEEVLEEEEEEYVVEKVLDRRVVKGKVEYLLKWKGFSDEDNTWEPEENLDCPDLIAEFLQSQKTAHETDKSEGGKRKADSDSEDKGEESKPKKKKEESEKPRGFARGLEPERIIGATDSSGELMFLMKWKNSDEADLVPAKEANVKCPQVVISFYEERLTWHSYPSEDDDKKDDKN
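Compound inhibition of the preformed complex between 50 nM HP1-beta and 50 nM biotinylated H3K9me3 peptide was read by AlphaScreen. Buffer was PBS pH 7.4 with 0.01% Tween-20. Incubations ran 30 min at room temperature, with 10 ug/mL donor/acceptor beads.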
rTrxR1 inhibitor – inhibitors of rat thioredoxin reductase 1. O89049. recombinant rTrxR1, NADPH fluorescence consumption, selenite substrate. Potency, µM (top dose mostly 114 µM), for inactives: at the highest dose activity change, negative = inhibition, most hits filed as inhibitors. 390,000 compounds, 1% hits; note: % is set by controls: 0 for no effect and ±100 for the full control effect; nearly all actives have a fitted effect of over 65% in size
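Rat TrxR1 (90 nM in the dispensed reagent) was pre-reduced with 400 uM NADPH for 5 min at room temperature, then incubated with compound for 15 min. After 400 uM selenite was added, NADPH fluorescence (Ex 340/Em 450 nm) was followed for 8 min.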
The depositor's hits bear a star; i = inactive; ? = inconclusive; . = no result given; [ ] = dose if it differs, or a comment. Unless noted, calls come from the whole dose curve; as a rule, active = well fitted curve in the direction sought with a large enough effect; inconclusive = small, poorly fitted or top-dose-only effect, or another doubt; inactive = no such curve, though single readings can be large; an effect the other way counts as inactive or inconclusive. Potency is the fitted concentration of half-maximal effect. Some of the compounds tested, so the mix of outcomes need not match the whole.

SMILES	GLS inhibitor	JMJD2A Tudor inh	ERG-DNA inh	RGS4 inhibitor	12-LOX inh	Tb PGK inh	Pin1 inhibitor	HP1b chromo inh	rTrxR1 inhibitor
Cc1ccc(C)c(NC(=O)[C@@H]2CCCN2S(=O)(=O)c2ccccc2F)c1	-2%	-10%	-3%	-20%	13%	i	-2%	25%	14%
Cc1ccc(NS(=O)(=O)c2ccc(C(=O)OCC(=O)NCC3CCCO3)cc2)cc1 (stereo unspecified)	0%	-3%	-11%	-1%	11%	-6%	2%	21%	13%
c1ccc(C2OCCN2c2ccccc2)cc1 (stereo unspecified)	-2%	-11%	18%	-4%	0%	-8%	2%	38%	7%[57.1 µM]
Cc1ccc(C)c(-c2csc(NC(=O)c3cnccn3)n2)c1	-9%	-35%	-2%	18%	15%	-1%	7%	-3%	12%
O=Cc1ccccc1-c1cn(CCCOCc2ccccc2)nn1	10%	-15%	-9%	24%	2%	-6%	0%	51%[activator]	10%[57.1 µM]
Cc1cccc(C(=O)Nc2cc(-c3nc4cccnc4s3)ccc2C)c1	-5%	3%	0%	-10%	9%	-2%	0%	29%	15%
CC(C)CNCC(=O)N1c2ccccc2Sc2ccccc21	-8%	11µM*	-1%	11%	?	11%	-1%	?	-12%
CCN1C2=NCCCN2c2cc(C)c(C)cc21	8%	-7%	0%	?	6%	6%	2%	17%	2%[57.1 µM]
COCCn1c(N)c(N(Cc2ccccc2)C(=O)CSCC(=O)Nc2ccc(C)cc2)c(=O)[nH]c1=O	-4%	-7%	5%	0%	-9%	-9%	3%	34%	16%
COc1ccc(CSCC(=O)Nc2ccccc2SC)cc1	-8%	35%	-2%	-12%	0%	-18%	0%	112%[activator]	10%
c1ccc2oc(-c3[nH]ncc3CN3CCSCC3)cc2c1	1%	-20%	-3%	13%	-7%	9%	2%	16%	5%
O=C(CN1CCCc2ccccc21)Nc1cc(S(=O)(=O)N2CCCC2)ccc1Cl	-1%	-23%	9%	5%	-3%	1%	7%	33%	4%
O=c1c2c(nc3cc(-c4ccccc4)[nH]n13)CCC2	14%	-15%	9%	-14%	0%	-13%	-1%	25%	16%[57.1 µM]
CCN(CC(=O)NCc1cccs1)C(=O)c1ccc(NS(=O)(=O)c2ccc(F)cc2)cc1	0%	-12%	-5%	-16%	-19%	-3%	-6%	24%	2%
O=[N+]([O-])c1ccc2c(c1)N([O-])C1(CCCCC1)[N+]2=O	3%	?	-30%	?	?	-12%	.	?	?
O=C(Nc1cccc(O)c1)C(Cc1ccccc1)N1C(=O)c2cccc3cccc(c23)C1=O (stereo unspecified)	1%	-11%	8%	19%	-13%	0%	6%	4%	-3%[57.1 µM]
Cc1n[nH]c(=S)n(/N=C/c2ccccn2)c1=O	2%	2.8µM*	-5%	6%	?	-4%	-13%	-1%	-14%
CCOC(=O)Cc1csc(NS(=O)(=O)c2cccc([N+](=O)[O-])c2)n1	1%	-17%	-3%	25%	0%	i	-9%	4%	13%
CCN(C(=O)COC(=O)CSc1ccc([N+](=O)[O-])cc1)C1CCS(=O)(=O)C1 (stereo unspecified)	-10%	35µM*	12%	?	12%	i	-5%	50µM*	-30%
CCOc1ccc(N=c2scc(-c3ccc(OC)cc3)n2CCO)cc1	18%	?	1%	-27%	?	4%	?	-21%	12%
Cc1nn(-c2ccccc2)c(Cl)c1C(=O)Nc1nnc(C2CCCC2)s1	5%	-15%	9%	-11%	72%[activator]	-5%	6%	25%	7%
CCC(Sc1nncn1C)C(=O)Nc1nnc(-c2ccccc2Cl)s1 (stereo unspecified)	-1%	-21%	3%	-4%	-1%	i	0%	54%[activator]	10%[57.1 µM]
COC(=O)c1cccc(Oc2nc3c(c(=O)n(C)c(=O)n3C)n2C(C)C)c1	-11%	-14%	6%	13%	12%[57.4 µM]	-13%	1%	27%	18%
CCc1noc(C)c1C(=O)N(CC)CC(=O)Nc1ccccc1C(F)(F)F	-6%	3%	24%	-49%	5%	i	-1%	5%	7%
Cc1ccc(-c2nnc(N3CCN(C(=O)CSc4ncn[nH]4)CC3)c3ccccc23)cc1	-2%	-15%[11.4 µM]	1%	-9%[11.4 µM]	1%	-3%	-12%	-20%	4%
Next entries
SMILES	GLS inhibitor	JMJD2A Tudor inh	ERG-DNA inh	RGS4 inhibitor	12-LOX inh	Tb PGK inh	Pin1 inhibitor	HP1b chromo inh	rTrxR1 inhibitor
CC(C)(CNC(=O)c1cccc(F)c1)CNC(=O)c1cccc(F)c1	-15%	-9%	5%	5%	?	-1%	12%	30%	22%
COc1ccc(C(=O)CSc2nnc(-c3ccccn3)n2Cc2ccco2)cc1	-11%	?	-10%	-23%	1%	-2%	-8%	13%	?
Cc1ccc(Nc2nc(-c3c(C)n(C)n(-c4ccccc4)c3=O)c(C)s2)cc1	0%	?	-1%	20%	-5%	6%	?	6%	-13%[57.1 µM]
CCCCOC(=O)C(C)Nc1n[nH]c(=S)[nH]c1=O (stereo unspecified)	-20%	11µM*	-1%	?	?	-10%	-7%	-11%	-7%
CC1(C)CC(CC(=O)NNc2nc(-c3ccccc3)cs2)C(=O)O1 (stereo unspecified)	-21%	?	3%	?	21%	-5%	-6%	?	1%
CNC(=O)c1ccccc1Nc1ccc(SC(F)F)cc1	15%	-7%	17%	8%	16%	-2%	?	18%	6%
CCOC(=O)C1CCN(C(=O)CCc2nnc3ccc(NCCCN4CCCC4=O)nn23)CC1	-8%	-5%	-5%	-10%	-22%	-7%	-3%	47%[activator]	18%
O=C(OCc1cc(=O)n2cc(Br)ccc2n1)c1ccc(Cl)c(S(=O)(=O)NCc2ccccc2)c1	0%	-4%	-3%	-33%	16%	-8%	0%	24%	-1%
COC(=O)C1CCN(C(=O)Cc2ccc(OC)c(OC)c2)CC1	0%	11%[57.1 µM]	-14%	20%[11.4 µM]	0%	-1%	0%	31%	6%[57.1 µM]
O=C(CSC1CC(=O)N(c2ccc(C(=O)O)cc2)C1=O)Nc1ccc(Cl)cc1 (stereo unspecified)	4%	-12%	4%	-18%[56.9 µM]	-14%	-6%	-3%	48%[activator]	16%
O=S(=O)(c1ccc(Br)s1)N1CCN(c2ccc(F)cc2)CC1	8%	-14%	2%	10%	-19%	6%	19%	-8%	?
COC(=O)c1ccc(O)c(Sc2cc(C(=O)OC)ccc2O)c1	15%	-3%	2%	-15%	?	4%	7%	41%[activator]	-2%
CCOC(=O)c1cccc(NC(=O)c2cccnc2)c1	1%	-7%	1%	12%	7%	-6%	-10%	14%	14%
O=C(CSc1ccc(F)cc1)NC12CC3CC(CC(C3)C1)C2	16%	18%	-10%	15%	1%	3%	-11%	56%[activator]	6%
CCCCCCCCCn1cc(C(C)=O)c(=O)[nH]c1=O	-1%	7%	2%	2%	-6%	1%	1%	27%	28%
Cc1occc1C(=O)N(C)Cc1nc(-c2ccc(Cl)cc2)no1	23%	-22%	13%	19%	-30%	0%	5%	16%	-7%[57.1 µM]
Cc1nc(CSc2nsc(/C=C/N(C)C)c2C#N)cs1	-2%	?	22%	?	-22%	4%	?	?	-3%[57.1 µM]
CCOc1ccc(C2(C)CC(=O)N(C)C2=O)cc1 (stereo unspecified)	-8%	10%	-14%	-10%	18%	-4%	-3%	27%	17%
CCOc1ccc(CCNC(=O)c2cnc3c(-c4ccccc4)c(C)nn3c2C)cc1OCC	-4%	-15%	-2%	1%	-2%	9%	1%	14%	-6%[57.1 µM]
CCOC(=O)C(CCCOc1ccccc1)C(=O)OCC	8%	54%[activator]	10%	3%	476%[activator]	-4%	-2%	94%[activator]	10%

Structures listed so far that have two or more sulfur atoms, in the order listed:
SMILES	GLS inhibitor	JMJD2A Tudor inh	ERG-DNA inh	RGS4 inhibitor	12-LOX inh	Tb PGK inh	Pin1 inhibitor	HP1b chromo inh	rTrxR1 inhibitor
COc1ccc(CSCC(=O)Nc2ccccc2SC)cc1	-8%	35%	-2%	-12%	0%	-18%	0%	112%[activator]	10%
CCN(CC(=O)NCc1cccs1)C(=O)c1ccc(NS(=O)(=O)c2ccc(F)cc2)cc1	0%	-12%	-5%	-16%	-19%	-3%	-6%	24%	2%
CCOC(=O)Cc1csc(NS(=O)(=O)c2cccc([N+](=O)[O-])c2)n1	1%	-17%	-3%	25%	0%	i	-9%	4%	13%
CCN(C(=O)COC(=O)CSc1ccc([N+](=O)[O-])cc1)C1CCS(=O)(=O)C1 (stereo unspecified)	-10%	35µM*	12%	?	12%	i	-5%	50µM*	-30%
CCC(Sc1nncn1C)C(=O)Nc1nnc(-c2ccccc2Cl)s1 (stereo unspecified)	-1%	-21%	3%	-4%	-1%	i	0%	54%[activator]	10%[57.1 µM]
O=S(=O)(c1ccc(Br)s1)N1CCN(c2ccc(F)cc2)CC1	8%	-14%	2%	10%	-19%	6%	19%	-8%	?
Cc1nc(CSc2nsc(/C=C/N(C)C)c2C#N)cs1	-2%	?	22%	?	-22%	4%	?	?	-3%[57.1 µM]
